Bioassay records from PubChem BioAssay.
ERp5 block = inhibitors of ERp5-driven insulin aggregation, primary screen, biochemical, turbidity, absorbance 650 nm, single point. 0.05% of 350,000 active. Protein disulfide-isomerase A6 (Homo sapiens), Q15084. AID 651711, 2012. inhibition, % at 9.99 µM. 90 min;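 active = mean replicate inhibition above about 25%, with every replicate also reaching it, limit read from the data, passing the limit was not always enough; inconclusive = only one of those two criteria met; inactive = neither criterion met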
RAD52 anneal inh = RAD52 DNA annealing inhibitors, primary screen, biochemical, FRET, single point, set 2; inhibition, % at 18.7 µM; recombinant RAD52 DNA annealing, FRET fluorescence; AID 651710, 2012; DNA repair protein RAD52 homolog (Homo sapiens), P43351; 0.46% of 360,000 active;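 active = every replicate showing at least 50% inhibition; inconclusive = mean inhibition at least 50% but not in every replicate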
Target sequence (P43351 whole entry, looked up): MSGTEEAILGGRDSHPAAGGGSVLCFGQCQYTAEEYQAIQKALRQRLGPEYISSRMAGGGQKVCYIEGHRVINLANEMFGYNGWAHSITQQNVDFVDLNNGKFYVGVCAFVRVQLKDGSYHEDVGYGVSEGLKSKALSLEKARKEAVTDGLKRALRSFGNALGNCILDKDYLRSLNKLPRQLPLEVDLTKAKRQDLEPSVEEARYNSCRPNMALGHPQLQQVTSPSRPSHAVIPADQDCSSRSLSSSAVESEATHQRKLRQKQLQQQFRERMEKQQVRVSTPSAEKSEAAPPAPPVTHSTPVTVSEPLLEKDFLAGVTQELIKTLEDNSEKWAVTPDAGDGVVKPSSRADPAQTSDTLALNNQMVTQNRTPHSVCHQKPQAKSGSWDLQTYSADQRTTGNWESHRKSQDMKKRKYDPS
PglD inh = C. jejuni PglD acetyltransferase inhibitors, primary screen, biochemical, DTNB colorimetric, single point. 0.098% of 360,000 active. purified PglD enzyme, DTNB colorimetric CoA detection. AID 602405, 2012. UDP-N-acetylbacillosamine N-acetyltransferase PglD (Campylobacter jejuni). inhibition, % at 12.5 µM; in the data active = inhibition above about 16%, passing the limit was not always enough; inconclusive = no clear call, values can overlap the other calls; also: strong numbers were not always called active
esBAF inh = Bmi1 luciferase reporter increase in mESCs, primary screen, esBAF inhibitor project, mouse ES cells, Bmi1 luciferase knock-in, single point; reporter increase, % at 12.5 µM; 24 h; 100% = twice the neutral-well signal; 2% of 350,000 active; in the data active = activation above about 40%; inconclusive = no clear call, values can overlap the other calls;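 also: 0% = median of the plate's neutral control wells and 100% = double that signal; a rise in the Bmi1 reporter signal indicates esBAF inhibition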
ARNT TACC3 PPI = disruptors of ARNT/TACC3 protein interaction, primary screen, biochemical, AlphaScreen, single concentration. Transforming acidic coiled-coil-containing protein 3 (Homo sapiens), Q9Y6A5. AlphaScreen His-ARNT PAS-B/GST-TACC3 binding, luminescence; TACC3 fragment carries E629A point mutation. inhibition, % at 9.99 µM. 0.66% of 390,000 active. AID 623870, 2012;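 active = mean inhibition of replicates at least 50% and at least half of replicates each reaching 50%; inconclusive = half or more replicates reach 50% but mean below 50%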;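 also: 0% = complete ARNT plus TACC3 wells and 100% = ARNT alone without TACC3; many hits fall short of the cut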
RAD54 inh = inhibitors of human RAD54 branch migration, primary screen, biochemical, fluorescence, single point | RAD54 Holliday junction branch migration, FAM/BHQ fluorescence | inhibition, % at 10.4 µM | 0.14% of 360,000 active | AID 602329, 2012;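 active = mean normalized replicate activity at least 40 and at least half of replicates scoring 40 or more; inconclusive = only one of the two criteria met; inactive = mean below 40 and under half of replicates reaching 40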;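 also: 0% = median of neutral control wells and 100% = median of positive control wells; inhibitors cause a drop in the FAM fluorescence signal; in these data hits start at about 50%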
E-sel inducer = E-selectin induction in HUVECs, primary screen, imaging, HUVEC, immunofluorescence imaging, single point | P16581 | 0.37% of 260,000 active | activation, % at 7.58 µM | normalized: neutral wells 0, TNF-alpha wells 100;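 active = mean E-selectin-positive cell signal at least 10% of the positive control, reached in at least 60% of replicates, without over 20% cell loss; inconclusive = no rule given, readout overlaps actives, possibly toxicity-flagged; inactive = the rest, including those meeting only one limit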;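 also: in these data hits start at about 27%; measured in HUVEC primary endothelial cells; signal is the percent of cells scored E-selectin positive by PE staining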
Target sequence (P16581 whole entry, looked up): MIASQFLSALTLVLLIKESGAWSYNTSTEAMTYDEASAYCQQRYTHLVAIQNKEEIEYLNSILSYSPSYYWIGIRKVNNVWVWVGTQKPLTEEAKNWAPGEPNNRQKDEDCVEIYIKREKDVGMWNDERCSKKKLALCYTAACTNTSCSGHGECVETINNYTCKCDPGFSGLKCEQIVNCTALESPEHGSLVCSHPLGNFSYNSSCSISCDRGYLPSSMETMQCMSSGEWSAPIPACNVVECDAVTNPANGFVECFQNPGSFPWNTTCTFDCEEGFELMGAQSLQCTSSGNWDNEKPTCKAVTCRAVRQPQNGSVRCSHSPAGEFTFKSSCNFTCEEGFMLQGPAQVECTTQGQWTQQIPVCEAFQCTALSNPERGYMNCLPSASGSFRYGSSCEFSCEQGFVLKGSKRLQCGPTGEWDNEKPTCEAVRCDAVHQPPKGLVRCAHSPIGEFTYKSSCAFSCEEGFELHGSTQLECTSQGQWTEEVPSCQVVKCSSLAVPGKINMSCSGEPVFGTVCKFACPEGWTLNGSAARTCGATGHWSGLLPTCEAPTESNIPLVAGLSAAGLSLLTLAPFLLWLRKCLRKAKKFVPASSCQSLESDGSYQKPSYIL
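Material: HUVEC primary endothelial cells; Amount: 3,000 cells per well; Dosing: single concentration; Medium: EGM-2 growth medium on 0.1% gelatin-coated wells; Read-out basis: percent E-selectin-positive cells; Signal: immunofluorescence imaging; Control set: TNF-alpha, DMSO.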
Casp6 inh = human caspase-6 inhibitors, primary screen, biochemical, VEID-R110 fluorescence, single point, set 2; purified caspase-6, Z-VEID-R110 cleavage fluorescence; P55212; inhibition, % at 12.5 µM; 0.53% of 350,000 active;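 active = mean inhibition across replicates at least about 35%, with every replicate also reaching that limit, limit read from the data; inconclusive = only one of the two criteria met; inactive = neither criterion met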;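 also: 0% = median of neutral control wells and 100% = no fluorescence left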
An asterisk follows results filed as active; ? = inconclusive; nt = not tested or not shown.

SMILES	ERp5 block	RAD52 anneal inh	PglD inh	esBAF inh	ARNT TACC3 PPI	RAD54 inh	E-sel inducer	Casp6 inh
CCc1nc2nc(C)c(NS(=O)(=O)c3ccc(C4CCCCC4)cc3)c(=O)n2[nH]1	5.2	-18.9	-1.1	5.9	-7.6	-7.3	0.6	0.7
CC1(C(=O)Nc2ccc3c(c2)OCCO3)CSCC(=O)N1CC(F)(F)F (stereo not given)	-2.7	-2.8	nt	nt	nt	nt	0.8	0.7
O=C(O)CCC(=O)OCCN(Cc1ccc(Oc2ccc([N+](=O)[O-])cc2)cc1)C(=O)C(Cl)Cl	4.5	-8.9	nt	nt	3.1	nt	0.0	3.9
CCCC(=Nc1ccccc1)C1=C(O)C(C(=O)OC)C(C)(C)CC1=O (stereo not given)	2.7	-21.7	-4.1	-2.9	-4.3	-3.5	nt	0.1
O=C(C(=O)N1CCCCC1)c1cn(CC(=O)N2CCCCCC2)c2ccccc12	0.3	-120.9	0.8	3.8	2.4	-13.9	-0.1	1.3
CCN(CCO)C(=O)CC1C(=O)NCCN1Cc1c(F)cccc1Cl (stereo not given)	8.8	-20.1	9.1	-0.8	-0.5	-14.9	-0.1	2.7
C=CCNC(=O)c1c(Cl)cccc1Cl	1.0	1.2	3.1	3.7	1.6	-0.6	nt	-2.9
Cc1cc(OCC(=O)NC2CC(C)(C)NC(C)(C)C2)c2c(C)cc(=O)oc2c1	-6.5	-4.4	0.6	-2.8	2.4	12.4	nt	-2.6
CO[C@H]1CN(C)C(=O)c2ccc(NC(=O)NC(C)C)cc2OC[C@@H](C)N(Cc2ccccc2)C[C@@H]1C	1.1	9.7	1.5	0.1	3.2	9.2	0.6	nt
O=C(OCc1nnc(-c2cccs2)o1)c1cccnc1Cl	2.6	0.9	2.1	-2.8	nt	3.5	-0.4	0.2
COc1c(C)cc(C(=O)C2CCCN(C(=O)c3csc(C)n3)C2)cc1C (stereo not given)	-3.2	-4.3	1.0	2.6	-17.4	2.2	nt	-2.1
COC(=O)CC1C(=O)NCCN1C(=O)c1ccc2oc(C(C)C)nc2c1 (stereo not given)	-5.2	-8.4	-0.7	8.4	-4.6	-3.8	8.7	0.4

2 compounds from above with just esBAF inh and RAD52 anneal inh:
| structure | esBAF inh | RAD52 anneal inh |
| --- | --- | --- |
| CC1(C(=O)Nc2ccc3c(c2)OCCO3)CSCC(=O)N1CC(F)(F)F (stereo not given) | nt | -2.8 |
| O=C(O)CCC(=O)OCCN(Cc1ccc(Oc2ccc([N+](=O)[O-])cc2)cc1)C(=O)C(Cl)Cl | nt | -8.9 |

Other records
SMILES	ERp5 block	RAD52 anneal inh	PglD inh	esBAF inh	ARNT TACC3 PPI	RAD54 inh	E-sel inducer	Casp6 inh
Cn1c(CC(=O)Nc2cccc(Cl)c2Cl)nnc1SCC(=O)NC1=NCCS1	-0.7	-22.0	-3.2	-6.7	-0.4	2.7	0.9	-0.1
CC1CCC(NC(=O)Cn2c3c(c(-c4ccccc4Cl)cc2=O)CCC3)CC1 (stereo not given)	-1.8	-18.0	8.4	14.5	-0.4	5.7	-0.1	1.0
CCc1nc2c(OCCOc3ccccc3)cccn2c1N(C)C(=O)c1ccc(OC)cc1	-5.3	-62.0	2.5	2.3	nt	-8.3	-0.2	4.1
CCOC(=O)CC(Nc1nc(N2CCOCC2)nc(N2CCOCC2)n1)c1ccccc1Cl (stereo not given)	nt	nt	0.0	-2.2	2.6	-12.2	nt	nt
CCCOc1ccc(/C=C/C(=O)NC2CCCCC2)cc1OC	-2.2	4.7	-5.7	-6.6	-3.2	1.8	-0.2	0.4
Cc1cc(C)cc(C(=O)N(c2ccccn2)C(C)c2ccco2)c1 (stereo not given)	nt	nt	-2.5	3.7	-3.7	-4.7	nt	nt
O=C(Nc1cccc2ncccc12)c1ccc(OCc2ccccc2)cc1	4.9	-6.9	nt	nt	-6.5	nt	3.1	0.0
CC1CN(CC(=O)Nc2nc3ccccc3s2)CC(C)O1 (stereo not given)	0.1	-21.7	4.7	15.8	-0.2	3.1	nt	-0.6
CC(CCc1ccco1)NC(=O)Nc1cccc(F)c1 (stereo not given)	nt	nt	0.2	5.4	0.1	-8.7	nt	nt
O=C(O)c1cn(Cc2ccccc2Cl)c2ccc(S(=O)(=O)N3CCOCC3)cc2c1=O	-6.0	-6.2	nt	nt	-1.2	nt	nt	6.4
Cc1noc(C)c1NC(=O)Nc1ccc2c(c1)CC(=O)N([C@@H](C)CO)C[C@H](C)[C@H](CN(C)C(=O)Nc1c(C)noc1C)O2	5.0	8.2	-1.9	-1.5	24.4	2.4	0.0	nt
COC(=O)COc1ccc(Cl)cc1C1Nc2ccccc2C(=O)N1c1ccc(OC)cc1 (stereo not given)	?	-0.8	-2.2	18.0	9.8	4.1	nt	-0.1
CCN(CC)S(=O)(=O)c1ccc(C(=O)NC(=S)N(CCO)Cc2ccccc2)cc1	4.0	-10.5	-2.2	-0.4	14.6	10.3	nt	-4.5
CC(=O)c1cccc2c1OC(C)C(=O)N2Cc1ccc(Cl)cc1 (stereo not given)	-1.2	-1.5	6.4	-0.7	nt	9.5	0.2	1.2
CCc1ccccc1NC(=O)c1ccc(Cn2cc([N+](=O)[O-])cn2)cc1	nt	nt	-1.3	-0.2	1.0	2.9	nt	nt
CCCCNc1nc2c(c(=O)n(C)c(=O)n2C)n1CCC	-8.8	-23.2	-2.7	11.0	1.1	-7.4	-0.2	0.3
COc1ccc2c3c(n(C)c2c1)[C@H](CO)NCC31CCN(CC2CCCC2)CC1	1.4	37.8	nt	nt	nt	nt	-0.3	-3.5
COC(=O)CCC(=O)OC1(C)C(=O)C2=CN(CCCOC(C)C)C(c3ccc(OC)cc3)=CC2=C(Br)C1=O (stereo not given)	nt	nt	1.1	0.9	16.5	-6.5	nt	nt
COc1ccc(C2C(=O)c3ccccc3C2=Nc2ccc(Br)cc2)cc1 (stereo not given)	1.1	-9.7	-3.9	-5.5	4.0	2.6	nt	-0.8
CC(C)NC(=O)N1C[C@H]2[C@@H](c3ccccc31)[C@H](CO)N2C(=O)c1ccncc1	-4.3	-9.4	-0.6	1.3	-3.2	-5.6	-0.3	nt
C[C@@H](O)C#Cc1cnc2c(c1)C(=O)N([C@@H](C)CO)C[C@H](C)[C@H](CN(C)C(=O)Nc1ccc(F)cc1)O2	8.5	-20.3	-2.7	-4.1	-7.2	7.0	-0.2	-2.7
C[C@H](CO)N1C[C@H](C)[C@H](CN(C)CC2CC2)Oc2cc(-c3cccnc3)ccc2S1(=O)=O	19.1	3.2	-1.6	-6.2	-3.5	3.2	-0.2	0.5
CCCCn1c(N)c(N(CC(C)C)C(=O)c2oc3ccc(OCC)cc3c2C)c(=O)[nH]c1=O	-1.3	-18.5	3.3	-3.4	2.8	-1.3	0.4	4.7
O=C(Nc1ccc(Cl)cc1)N1C[C@H]2[C@@H](c3ccccc31)[C@H](CO)N2C(=O)c1cccnc1	2.7	-12.4	1.6	18.0	-15.0	6.2	0.2	-5.5
Cc1ccc(-c2ccc3c(c2)O[C@H](CN(C)S(C)(=O)=O)[C@H](C)CN([C@@H](C)CO)S3(=O)=O)cc1	2.2	11.3	-1.1	3.5	0.6	1.4	3.4	-3.6
COc1ccc(OC)c(NC(=O)CC2(CC(=O)O)CCCC2)c1	0.3	-12.9	-0.9	-5.4	4.8	4.4	-0.2	-1.2
Cn1c(=O)c2c(-c3ccccc3)n(-c3ccccc3)cc2n(C)c1=O	-3.4	-0.3	nt	-11.7	nt	nt	0.1	-0.2
COC(=O)c1cc(S(=O)(=O)NCC2CCN(C(=O)C(=O)c3cccs3)CC2)cs1	2.7	-10.3	nt	nt	nt	nt	0.8	-0.3
O=C(Nc1cccnc1)c1ccccc1NS(=O)(=O)c1ccc(F)cc1	-3.2	-13.5	1.4	-8.3	2.5	0.7	-0.2	-3.1
Cc1ccc(C)c(CSc2nc3[nH]ncc3c(=O)[nH]2)c1	0.8	-3.8	nt	nt	1.3	nt	-3.3	-5.4
C(=N\N=C\c1ccccn1)/c1ccccn1	-10.8	-14.5	-0.8	8.5	4.8	-0.6	nt	-2.2
Cc1cc(N2CCN(C)CC2)nc2ccc(NC(=S)NC3CC3)cc12	4.9	45.4	nt	nt	29.6	nt	0.0	-41.3
COc1ccc(N2C(=O)c3ccccc3C(C)(C)C2=O)cc1	-0.6	-6.7	-4.0	1.3	-6.8	0.2	44.6*	-0.9
Cc1ccc(CN2CCCN(C)CC2)c(C)c1	2.9	-2.2	-0.8	-18.0	0.1	13.2	-0.1	-8.1
COc1cc(CN2CCN(CCCc3ccccc3)CC2CCO)cc(OC)c1 (stereo not given)	1.4	-5.2	5.0	-0.8	5.0	-4.1	0.4	-0.4
Cc1ccc(OCC(=O)N(C)CC(=O)NCc2ccco2)c(Br)c1	1.7	-20.9	4.2	2.2	-9.8	-7.4	nt	30.6
COc1cc2c(cc1OC)CN(c1ccc(-c3ccccc3OC)nn1)CC2	nt	nt	-5.8	7.9	9.7	3.7	nt	nt
COc1ccc(CNCC(=O)Nc2ccccc2-n2cccc2)cc1	1.0	-4.1	nt	nt	2.5	nt	nt	-1.9
C[C@H](CO)N1C[C@H](C)[C@@H](CN(C)Cc2ccc(C(=O)O)cc2)OCCCC[C@H](C)Oc2ccc(NS(=O)(=O)c3ccc(F)cc3)cc2C1=O	-0.7	4.6	-0.9	4.2	-12.1	-4.8	0.2	1.8
CCOP(=O)(OCC)/C(=N/OC(=O)c1ccc(Cl)cc1Cl)C(N)=O	4.8	-17.4	nt	nt	-6.3	nt	nt	-0.2
CC(C)C#Cc1ccc([C@H]2[C@H]3CN(C(=O)c4ccccn4)CC(=O)N3[C@H]2CO)cc1	10.0	1.6	nt	nt	nt	nt	0.0	2.7
CCOc1ccc(-c2nc(N)ncc2-c2ccccc2OC)c(O)c1	-0.4	-7.8	-4.5	-11.6	11.3	1.5	-0.3	8.5
Cc1nc2c(C)[n+](CC(=O)c3ccccc3)ccc2n1C	3.4	-12.8	-1.6	nt	nt	-7.7	nt	-5.6
Cc1noc(C)c1S(=O)(=O)N(C)C[C@@H]1Oc2ccc(NC(=O)CCCN(C)C)cc2C(=O)N([C@H](C)CO)C[C@@H]1C	2.5	-4.5	-0.5	0.5	1.8	3.7	-0.8	-0.5
O=C(N/N=C/c1ccc[nH]1)c1ccccc1OCc1ccccc1Cl	7.8	-24.2	nt	nt	8.2	nt	0.0	-4.6
Cc1cccc(N(Cc2ccccc2)C(=O)CSC(C)C(=O)Nc2cc(C)on2)c1 (stereo not given)	12.2	-15.6	-3.8	-9.7	1.2	-1.8	nt	0.8
CC(=O)c1cccc(NC(=O)c2cnccn2)c1	3.8	-20.4	1.7	11.0	3.1	6.8	nt	-0.4
CCCCn1c(N)c(N(CCOC)C(=O)c2ccc(-c3ccccc3)cc2)c(=O)[nH]c1=O	-0.7	-10.1	0.4	3.7	-0.3	-2.5	nt	-0.6
